Pol beta inh = blocks human DNA polymerase beta activity | P06746 | Pol beta primer extension/strand displacement, fluorescence kinetic | Potency, µM (highest dose often 114 µM), for inactives: at the highest dose activity change, negative = inhibition, most hits filed as inhibitors | hit rate 1.3% among 340,000 | AID 485314; note: potency is the fitted concentration of half-maximal effect; % is set by controls: 0 for no effect and ±100 for the full control effect
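Values derive from four-parameter Hill fits of normalized kinetic data: reads at 0 and 10 min following addition of 50 nM substrate to 10 nM Pol beta preincubated 15 min with compound.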
ERG-DNA inh = blocks human ERG Ets domain binding to DNA; P11308; fluorescence polarization, His-ERG Ets domain / labelled DNA; Potency, µM (top dose mostly 76.9 µM), without a hit: top-dose FP activity, negative = inhibition, actives largely listed as inhibitors; hit rate 0.028% among 370,000; AID 624246; active = well fitted inhibition curve with a large enough effect in the polarisation, with a control signal flat; inconclusive = small, poorly fitted or top-dose-only effect, or effect the other way, or a change in a side signal; inactive = no such curve, though single readings can be large or run the other way; the % refers to the polarisation;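 note: polarization taken with two DNA probes labelled with fluorescein and Texas red; potency is the fitted concentration of half-maximal effect; % of control where 0% means no effect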
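His-tagged ERG Ets domain (1 uM in the protein solution; 300mM KCl, 50mM Tris-HCl, 1mM EDTA, 1mM DTT, pH 7.5) received compound, then a probe mix of 5 nM fluorescein-DNA and 100nM Texas-615-DNA. Fluorescence polarization was read for both dyes.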
RGS4 inh = human RGS4 inhibition; P49798; Transcreener GDP fluorescence polarization, RGS4-accelerated GTP hydrolysis; Potency, µM (highest dose often 114 µM), for inactives: at the top dose activity change, negative = inhibition, hits mostly inhibitors; hit rate 0.039% among 390,000; AID 504845; note: potency is the fitted concentration of half-maximal effect; % is set by controls: 0 for no effect and ±100 for the full control effect; nearly all actives have a fitted effect of over 75% in size; some results filed as inactive show a strong effect at the top dose
Target sequence (P49798 whole entry, looked up): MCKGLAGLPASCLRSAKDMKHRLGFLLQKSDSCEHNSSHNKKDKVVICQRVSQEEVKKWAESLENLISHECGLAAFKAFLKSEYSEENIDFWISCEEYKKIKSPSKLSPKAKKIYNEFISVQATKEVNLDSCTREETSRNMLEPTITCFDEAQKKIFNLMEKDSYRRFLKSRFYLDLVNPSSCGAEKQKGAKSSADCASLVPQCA
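MLSMR compounds (23 nl, pin-transferred) preincubated 10 min at room temperature with a 500nM (2x) first reagent, then RGS4 at 900nM (2x) plus Transcreener GDP mix added; fluorescence polarization (620/688 nm) read before and after 90 min at 30 °C.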
POLK inh = inhibitors of human DNA polymerase kappa; Q9UBT6; purified Pol kappa, fluorescent DNA synthesis assay, 10 min; Potency, µM (series often up to 107 µM), for inactives: at the top dose activity, negative = inhibition, usual class: inhibitors; hit rate 0.53% among 400,000; AID 588579; note: potency is the fitted concentration of half-maximal effect; % is set by controls: 0 for no effect and ±100 for the full control effect
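Kinetic fluorescence readout at 0 and 10 min followed reaction start with substrate at 50 nM final. Beforehand, enzyme (10 nM Pol kappa) stood 15 min with compound at room temperature; buffer-only wells were negative controls.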
APE1 inh = blocks human APE1 abasic DNA cleavage | P27695 | recombinant APE1, TAMRA/BHQ-2 abasic DNA cleavage fluorescence | Potency, µM (top dose mostly 65.8 µM), for inactives: at the highest dose activity change, negative = inhibition, hits mostly inhibitors | hit rate 0.35% among 350,000;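 note: potency is the fitted concentration of half-maximal effect; plate controls were vehicle for no effect and reference inhibitor for full effect; nearly all actives have a fitted effect of over 55% in size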
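Readout is kinetic fluorescence (ex 525, em 598 nm) from cleavage of 50 nM TAMRA/BHQ-2 THF abasic duplex by 0.75 nM APE1, compound added 15 min beforehand at RT.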
ALOX12 inh = ALOX12 (human) lipoxygenase inhibition; P18054; purified 12hLO, xylenol orange hydroperoxide absorbance; Potency, µM (doses to about 108 µM), for the others: at the top dose activity change, negative = inhibition, most hits filed as inhibitors; hit rate 1.1% among 580,000; note: potency is the fitted concentration of half-maximal effect; % is set by controls: 0 for no effect and ±100 for the full control effect
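Purified human 12hLO at 150 nM in 25 mM Hepes, 0.01% Triton X-100, pH 7.0, preincubated 15 min at room temperature with compound. Reaction started with 40 uM arachidonic acid, 30 min at room temperature. Hydroperoxide measured by Fe-xylenol orange, 573/405 nm absorbance ratio.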
Apoferritin bind = candidate novel general anesthetic via apoferritin binding | P02791 | apoferritin/1-aminoanthracene competitive binding, fluorescence | Potency, µM (top dose mostly 77.5 µM), for inactives: top-dose activity change, negative = displacement, most hits filed as inhibitors | hit rate 0.074% among 350,000; note: potency is the fitted concentration of half-maximal effect; % is set by controls: 0 for no effect and ±100 for the full control effect; nearly all actives have a fitted effect of over 20% in size
Target sequence (P02791 2-175 limits assumed): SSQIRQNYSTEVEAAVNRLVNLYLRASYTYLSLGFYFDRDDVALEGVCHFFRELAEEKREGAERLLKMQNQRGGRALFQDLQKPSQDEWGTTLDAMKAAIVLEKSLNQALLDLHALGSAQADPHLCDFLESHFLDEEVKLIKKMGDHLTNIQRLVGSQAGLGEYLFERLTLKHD
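Horse-spleen apoferritin (10 uM) in 50% saturated 1-aminoanthracene in PBS was incubated 10 min at room temperature with compound. Fluorescence (ex 380, em 535 nm) was normalized to free and bound 1-AMA, with concentration-response fitted by a four-parameter Hill equation.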
POLH inh = blocks human DNA polymerase eta activity | recombinant Pol eta, fluorescent DNA replication assay | hit rate 1.2% among 390,000 | AID 588591 | Potency, µM (top dose mostly 114 µM), for inactives: at the highest dose activity change, negative = inhibition, most hits filed as inhibitors | Q9Y253; note: potency is the fitted concentration of half-maximal effect; % is set by controls: 0 for no effect and ±100 for the full control effect
Target sequence (Q9Y253 whole entry, looked up): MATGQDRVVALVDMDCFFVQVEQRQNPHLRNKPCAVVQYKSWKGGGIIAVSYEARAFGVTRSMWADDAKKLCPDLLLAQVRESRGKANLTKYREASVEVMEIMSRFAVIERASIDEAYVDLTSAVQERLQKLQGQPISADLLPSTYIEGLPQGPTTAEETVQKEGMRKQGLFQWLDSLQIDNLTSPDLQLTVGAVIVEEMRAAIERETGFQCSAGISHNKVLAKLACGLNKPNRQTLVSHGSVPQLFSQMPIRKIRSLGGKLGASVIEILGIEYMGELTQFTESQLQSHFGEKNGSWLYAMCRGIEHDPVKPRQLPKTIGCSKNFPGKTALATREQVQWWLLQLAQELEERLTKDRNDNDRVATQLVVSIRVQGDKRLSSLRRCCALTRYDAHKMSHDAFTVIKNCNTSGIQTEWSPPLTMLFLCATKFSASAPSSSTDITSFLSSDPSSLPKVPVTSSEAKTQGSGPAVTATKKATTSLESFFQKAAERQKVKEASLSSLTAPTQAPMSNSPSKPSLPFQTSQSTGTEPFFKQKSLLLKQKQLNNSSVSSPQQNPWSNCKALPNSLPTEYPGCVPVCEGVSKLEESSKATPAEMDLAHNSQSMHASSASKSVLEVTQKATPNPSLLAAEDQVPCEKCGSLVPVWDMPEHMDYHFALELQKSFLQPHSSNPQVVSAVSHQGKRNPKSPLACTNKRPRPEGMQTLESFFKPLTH
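Fluorescent replication assay: 50 nM final substrate added after a 15 min room-temperature compound preincubation with 10 nM enzyme. Signal taken at 0 min and again at 10 min.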
LDHA inh = LDHA (human) enzyme inhibition | P00338 | hit rate 0.15% among 480,000 | purified LDHA, NADH/diaphorase-resazurin fluorescence; hits give low values | activity change, % (values are at about 110 or 230 µM) | AID 1347041; in the data active = activity change below about -30%; inconclusive = mostly about -25% to -30%;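 note: plate controls were DMSO wells for no effect and wells without enzyme for full effect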
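Remaining NADH was detected by diaphorase (0.133 mg/mL) converting 37 µM resazurin to fluorescent resorufin, read at 0 and 20 minutes. The preceding 5-minute room-temperature reaction used 2 nM LDHA, 0.2 mM sodium pyruvate and 0.06 mM NADH at pH 7.4.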
* marks the source's active call; other numbers are inactive results; i = inactive; ? = inconclusive; · = no result given; & = joins results of further samples; [ ] = dose if it differs, or a comment. Unless noted, calls come from the whole dose curve; as a rule, active = well fitted curve in the direction sought with a large enough effect; inconclusive = small, poorly fitted or top-dose-only effect, or another doubt; inactive = no such curve, though single readings can be large; an effect the other way counts as inactive or inconclusive. Not all compounds are listed, so the mix of outcomes need not match the whole.

item	SMILES	Pol beta inh	ERG-DNA inh	RGS4 inh	POLK inh	APE1 inh	ALOX12 inh	Apoferritin bind	POLH inh	LDHA inh
1	CS(=O)(=O)c1ccc(Cl)c(NC(=O)CSc2nncn2-c2ccccc2)c1	-10%	3%	-14%	-11%	-1%	-8%	-19%	-11%	-8
2	O=C1OCC(CC2=C(O)C(=O)OC2)=C1O	·	-2%	2%	-17%	·	-8%	·	2%	-6
3	Cc1ccc(S(=O)(=O)NC2c3cccc4cccc(c34)C2Sc2n[nH]c(N)n2)cc1 (stereo not given)	-13%	0%	-11%	-5%	-3%	-2%	-11%	-21%	1
4	COc1ccc(CCN2C(=O)CC(N3CCN(c4ccccn4)CC3)C2=O)cc1OC (stereo not given)	7%	8%	1%	5%	-2%	290%[activator][57.4 µM]	-7%	-3%	-1
5	CCCNC(=O)COc1coc(CN2CCN(C(=O)c3ccco3)CC2)cc1=O	·	-2%	-12%	-2%	-10%	?	·	?	4
6	O=C(OCc1ccc2c(c1)OCO2)c1cccc(S(=O)(=O)N2CCCCC2)c1	0%	6%	2%	-9%	1%	11%	-19%	-25%	1
7	Cc1c(Cl)cccc1NC(=O)N1CCN(C(=O)c2ccco2)CC1	10%	12%	?	5%	4%	-2%	1%	-4%	-4
8	COc1cccc(NS(=O)(=O)c2ccc3c(c2)NC(=O)CC(=O)N3)c1	-1%	-1%	0%	3%	49%[activator]	-5%	-4%	-24%	-2
9	CCOC(=O)N1CCC(NC(=O)C(CC(C)C)NC(=O)C2CCCCC2)CC1 (stereo not given)	-24%	-2%	-11%	3%	-1%	17%	-5%	-8%	-7
10	CCOC(=O)C1=C(c2ccc(O)cc2)NC(=O)NC1C (stereo not given)	·	2%	-6%	-4%	·	-9%	·	2%	-10
11	CC1CCCN(C(=O)C2CCN(S(=O)(=O)c3cccc4cccnc34)CC2)C1 (stereo not given)	33%	-3%	-7%	-7%	-3%	-5%	-13%	-3%	-7
12	CCN(CC)C(=O)C(=O)c1cc(C)n(-c2ccc(F)cc2)c1C	21%	10%	-1%	-2%	?	-4%	-22%	-20%	-3
13	NC(=O)C1CCN(c2ccc(S(=O)(=O)N3CCCCC3)cn2)CC1	12%	22%	-6%	-6%	3%	-27%	-5%	1%	0
14	CCOC(=O)/C(C#N)=C1/C=Cc2ccccc2N1CC	14%	2%	-15%	-2%	-1%	0%	?	-10%	-3
15	NC(=O)CN1CCOCCOCCN(CC(N)=O)CCOCCOCC1	21%	0%	22%	-8%	-9%	13%[57.4 µM]	1%	-1%	-5
16	O=C(Cc1ccccc1)NS(=O)(=O)c1ccc(N=NN2CCOCC2)cc1	21%	6%	-10%	-3%	19%	-2%	-4%	9%	-1
17	CCC1Oc2ccc(C)cc2N(CC(=O)NCc2ccco2)C1=O (stereo not given)	0%	7%	15%	-17%	-5%	1%	-6%	?	-6
18	O=C(Nc1ccccn1)c1ccc2c(c1)S(=O)(=O)c1ccccc1C2=O	0%	3%	-12%	7%	18%	4%	0%	-6%	0
19	CC(C)CC(=O)Nc1c2c(nn1-c1cccc(Cl)c1)CS(=O)(=O)C2	2%	13%	18%	-19%	20%	3%	-7%	0%	0
20	Cc1cc(N2C(=O)CC(N3CCN(C(c4ccccc4)c4ccccc4)CC3)C2=O)no1 (stereo not given)	16%	2%	4%	-3%	-4%	-26%	-8%	-2%	1
21	O=C(N/N=C/c1cccc2ccccc12)c1n[nH]c2c1CCCC2	16%	10%	6%	-8%	4%	3%	-3%	-14%	-7
22	Cc1ccc(NC(=O)Nc2ccc(C(=O)N3CCOCC3)cc2)cc1	?	-6%	5%	-21%	-1%	0%	-11%	-5%	-3
23	COc1ccc(-c2nc3ccccc3n3c(-c4ccccc4)c4c(=O)n(C)c(=O)n(C)c4c23)cc1	-15%	-2%	5%	-7%	·	-11%	-6%	-20%	-2
24	Cc1[nH]n(-c2ccccc2)c(=O)c1-c1cccc(Cl)c1	-1%	-3%	-2%	-6%	7%	-8%	-7%	-4%	-10
25	Nc1cccnc1Sc1ccccc1	·	0%	13%	7%	·	330%[activator]	·	-19%	-3
26	Cc1cccc(Oc2nc(CN3CCOCC3)nc3sc4c(c23)CCCC4)c1	2%	1%	1%	-17%	10%	-6%	-13%	-9%	-2
27	CCOc1ccc(N(CC(=O)Nc2ccc3c(c2)OCCO3)S(=O)(=O)c2c(C)noc2C)cc1	0%	-2%	-14%	-4%	-8%	9%	3%	-22%	2
28	O=C(Nc1cc(Br)ccc1O)C1CC(c2ccccc2Cl)=NO1 (stereo not given)	14%	-13%	2%	14%	-3%	?	-23%	-18%	0
29	COc1cccc(Nc2ncnc3sccc23)c1	8%	13%	-2%	5%	5%	-3%	-5%	-12%	-8
30	CCCNC(=O)c1cc(S(=O)(=O)N2CCc3ccccc32)ccc1F	3%	10%	-13%	7%	-2%	2%	42%	0%	-8
31	CCC(c1nnnn1CS(=O)(=O)c1ccc(C)cc1)N1CCN(c2nc3ccccc3s2)CC1 (stereo not given)	26%	·	-21%	0%	-2%	-31%	-13%	-10%	1
32	C=CCNC(=O)COc1ccccc1C#N	-11%	12%	13%	3%	-6%	18%	1%	-4%	-2
33	O=C(COc1ccc([N+](=O)[O-])cc1)Nc1ccncc1	33%	2%	28%	7%	1%	-9%	-3%	2%	-8
34	Cc1ccc(NC(=O)C2CCCN2S(=O)(=O)c2ccc(-c3ccc(=O)[nH]n3)s2)c(C)c1 (stereo not given)	23%	6%	11%	-11%	-5%	-27%	-20%	-12%	-3
35	CCn1nc(C(=O)NNC(=O)c2ccc(OC(F)F)cc2)c2ccccc2c1=O	·	-11%[15.4 µM]	-10%	1%	0%	18%	·	-15%	-2
36	Cc1ccc(/C=N/n2c(C)nnc2C)s1	19%	-3%	?	-11%	-3%	17%	-2%	-2%	-8
37	CC1(C)Cc2c(cnn2-c2ccc(F)cc2)C(NC(=O)CCCN2CCCCC2=O)C1 (stereo not given)	19%	2%	11%	-11%	-4%	i	-4%	-22%	-2
38	COc1cc(C(=O)NCCN2CCN(C(=O)c3cc(OC)c(OC)c(OC)c3)CC2)cc(OC)c1OC	-10%	-12%	-17%	13%	20%	-7%	-2%	-10%	0
39	O=C(NC1CC2CCCC(C1)N2S(=O)(=O)c1ccccc1)c1ccco1 (stereo not given)	1%	·	-12%	-4%	-3%	1%	-8%	-3%	-1
40	Cc1nnc(SCC(=O)Nc2ccc(OC(F)F)c(Cl)c2)n(N)c1=O	·	3%	-8%	10%	1%	0%	·	-13%	-36*

Three structures from above, ordered by molecular weight, low to high.
item	SMILES	Pol beta inh	ERG-DNA inh	RGS4 inh	POLK inh	APE1 inh	ALOX12 inh	Apoferritin bind	POLH inh	LDHA inh
33	O=C(COc1ccc([N+](=O)[O-])cc1)Nc1ccncc1	33%	2%	28%	7%	1%	-9%	-3%	2%	-8
37	CC1(C)Cc2c(cnn2-c2ccc(F)cc2)C(NC(=O)CCCN2CCCCC2=O)C1 (stereo not given)	19%	2%	11%	-11%	-4%	i	-4%	-22%	-2
38	COc1cc(C(=O)NCCN2CCN(C(=O)c3cc(OC)c(OC)c(OC)c3)CC2)cc(OC)c1OC	-10%	-12%	-17%	13%	20%	-7%	-2%	-10%	0

(further entries)
item	SMILES	Pol beta inh	ERG-DNA inh	RGS4 inh	POLK inh	APE1 inh	ALOX12 inh	Apoferritin bind	POLH inh	LDHA inh
41	CCOc1ccc(CC(=O)NNC(=S)NC2CCCCC2)cc1OCC	0%	2%	-3%	-15%	-1%	0%	-4%	-1%	-5
42	CCC1CCC2(CC1)NC(CO)(CO)CO2 (stereo not given)	?	·	1%	-1%	6%	3%	-5%	-6%	-4
43	Cc1cccc(Cc2c(C)nc3nc(SCC(=O)O)nn3c2C)c1	-21%	-2%	-7%	1%	?	-1%	0%	3%	2
44	Cc1ccccc1CNC(=O)CC1C(=O)NCCN1Cc1c(F)cccc1Cl (stereo not given)	3%	-6%	0%	2%	5%	-5%	-20%	-18%	-5
45	CCN(CC)CCN(C)C1CCC(c2ccccc2)CC1 (stereo not given)	18%	10%	14%	1%	0%	-17%	3%	1%	?
46	COc1ccccc1CN1CC(C(=O)NCCn2ccc(C)n2)CCC1=O (stereo not given)	17%	3%	-5%	3%	-7%	16%	-5%	5%	-3
47	COc1ccc(-c2csc(N(CCc3ccccc3)C(=O)COc3ccccc3)n2)cc1	22%	2%	19%	-7%	16%	0%	-4%	-14%	-7
48	c1cc2c(cc1C1CCCCC1)c1c3n2CCN=C3CCC1	3%	-4%	-13%	-3%	-7%	?	?	-13%	0
49	Cc1cc(-c2ccc(C)c(S(=O)(=O)NCCc3ccco3)c2)on1	-29%	-6%	-6%	6%	43%	?	-20%	-12%	-3
50	Cc1ccc(CNC(=O)C(=O)NCCCn2ccnc2)cc1	·	·	-23%	4%	·	-13%	·	-7%	-4
51	CC(CCc1ccc(O)cc1)N(C)CCc1ccccc1 (stereo not given)	4%	-7%	15%	-5%	-4%	?	-10%	1%	-18
52	CC(C)CCNC(=O)c1cccc(Cl)c1	5%	1%	26%	-14%	0%	0%	-13%	-3%	-4
53	COc1cccc(C(=O)O/N=C(\N)c2ccccn2)c1OC	6%	8%	?	-6%	1%	16%	2%	-15%	-1
54	CC(=O)Nc1ccc(S(=O)(=O)Nc2nc3ccccc3nc2Nc2ccc3ccccc3c2)cc1	?	16%	-7%	3%	1%	?	-7%	-5%	3&-4

From PubChem BioAssay
